VIM-2 inhibitor – inhibitors of Pseudomonas aeruginosa VIM-2 metallo-beta-lactamase; purified VIM-2, nitrocefin hydrolysis, epi-absorbance fluorescence; inhibition, % at 5.6 µM; actives 0.89% (n = 290,000); AID 1527;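 active means inhibition above the mean of all tested compounds plus 3 SD, cutoff set per screening run, cut at about 7.5% in these data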;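 further: red hydrolysis product quenches plate fluorescence so inhibitors raise well fluorescence; 0% = enzyme with DMSO and 100% = DMSO without enzyme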
MEKK3 PB1 HTS – modulators (inhibitors or enhancers) of MEK5 binding to human MEKK3 PB1 domain; Q99759; bead-based flow cytometry, Alexa488-MEK5 binding to MEKK3; actives lie on both sides; 0 = blocked by unlabeled MEK5, 100 = vehicle; binding response (% of control), % at 10 µM; actives 1.4% (n = 290,000); AID 1529;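 active means binding response more than 3 SD above or below the average of its plate-row segment, actives on both sides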;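 further: Alexa488 bead fluorescence after subtracting the streptavidin-only scavenger bead signal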
Target sequence (Q99759 whole entry, looked up, the tested form may be a part): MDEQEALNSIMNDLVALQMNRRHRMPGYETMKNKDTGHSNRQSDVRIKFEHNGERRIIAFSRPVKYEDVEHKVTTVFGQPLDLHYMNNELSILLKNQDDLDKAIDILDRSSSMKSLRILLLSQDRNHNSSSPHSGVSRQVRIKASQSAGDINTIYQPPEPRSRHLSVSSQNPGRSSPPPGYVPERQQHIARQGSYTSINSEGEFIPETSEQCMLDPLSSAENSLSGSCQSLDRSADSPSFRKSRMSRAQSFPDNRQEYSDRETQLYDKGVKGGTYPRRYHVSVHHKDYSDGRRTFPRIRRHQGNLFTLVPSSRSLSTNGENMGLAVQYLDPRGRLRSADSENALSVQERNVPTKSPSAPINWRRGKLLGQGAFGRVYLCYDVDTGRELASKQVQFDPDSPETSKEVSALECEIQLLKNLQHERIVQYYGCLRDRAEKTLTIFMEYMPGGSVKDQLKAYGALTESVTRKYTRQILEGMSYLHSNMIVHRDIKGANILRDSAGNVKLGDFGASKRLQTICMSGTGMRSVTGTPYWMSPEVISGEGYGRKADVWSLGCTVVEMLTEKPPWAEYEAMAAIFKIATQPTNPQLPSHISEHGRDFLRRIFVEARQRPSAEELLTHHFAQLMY
IDE act – activators of human insulin-degrading enzyme in cells | AID 493087 | actives 0.073% (n = 340,000) | activation, % at 5.96 µM | HEK cells, FAbeta-B cleavage, fluorescence polarization; 0% vehicle, 100% cell-free pure enzyme wells | P14735;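 active means activation above the mean of all tested compounds plus 3 SD, set per screening campaign, cut at about 17% in these data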
UBC9 SUMO inh – SUMOylation inhibition; HTRF SUMOylation assay, SAE1/SAE2 + UBC9, in vitro; inhibition, % at 35 µM; actives 0.36% (n = 290,000); AID 2006; in the data active means inhibition above about 50%, passing the limit was not always enough; further: strong numbers were not always called active
Target sequence (P63279 whole entry, looked up): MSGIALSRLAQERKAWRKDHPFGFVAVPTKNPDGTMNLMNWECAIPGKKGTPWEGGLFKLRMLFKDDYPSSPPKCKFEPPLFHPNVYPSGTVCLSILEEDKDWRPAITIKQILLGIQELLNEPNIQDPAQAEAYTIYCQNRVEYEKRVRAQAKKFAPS
pCIP destab – p/CIP protein destabilization; decrease of EGFP signal, % at 10 µM; F442A p/CIP-EGFP cells, EGFP fluorescence, 16 h; Q05BA5; actives 0.01% (n = 290,000);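 active means EGFP signal decrease of at least 30% at 10 µM or well 3 SD below plate mean, unless failing retest; inactive means the rest, including hits failing retest or dose response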; further: some compounds called inactive have numbers as strong as hits; many of its hits are not listed in these tables
HCV NS3 hel inh – blocks Hepatitis C virus NS3 helicase unwinding; NS3 helicase DNA unwinding, Cy5 molecular beacon fluorescence; actives 0.56% (n = 290,000); inhibition, % at 10.9 µM; AID 1800;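 active means inhibition above the mean of all tested compounds plus 3 SD, set per campaign, cut at about 35% in these data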;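 further: 0% = DMSO wells and 100% = thioflavine S control wells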
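Assay system – hepatitis C virus NS3 helicase domain fragment enzyme · Buffer or medium – MOPS pH 6.5, MgCl2, DTT, Tween20, BSA · Reagent – Cy5/quencher beacon DNA duplex and ATP to start · Compound – single 10.9 µM dose · Timing – 1 h at 25 °C · Technique – Cy5 beacon fluorescence read at start and 1 h · Measure – % inhibition of unwinding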
IMP-1 inh – inhibitors of Pseudomonas aeruginosa IMP-1 metallo-beta-lactamase; purified IMP-1, nitrocefin hydrolysis, epi-absorbance fluorescence; inhibition, % at 5.6 µM; actives 0.45% (n = 290,000); AID 1556;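 active means inhibition above the mean plus 3 SD of all compounds in the same screening run, cut at about 4.5% in these data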;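 further: 0% = IMP-1 with DMSO and 100% = DMSO wells lacking enzyme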
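System: Purified recombinant IMP-1 metallo-beta-lactamase enzyme | Measured by: Fluorescence quenching readout, ex 480/em 530 nm | Replication: Singlicate | Incubation: 15 min preincubation plus 25 min reaction at 25 °C | Evaluation: Percent inhibition from optical density relative to buffer-blank wells | Benchmarks: DMSO with and without IMP-1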
PHOSPHO1 inh – PHOSPHO1 (human) inhibition; inhibition, % at 13.3 µM; recombinant PHOSPHO1, absorbance phosphatase assay; actives 1.1% (n = 290,000); in the data active means inhibition above about 60%
Target sequence (Q8TCT1 whole entry, looked up): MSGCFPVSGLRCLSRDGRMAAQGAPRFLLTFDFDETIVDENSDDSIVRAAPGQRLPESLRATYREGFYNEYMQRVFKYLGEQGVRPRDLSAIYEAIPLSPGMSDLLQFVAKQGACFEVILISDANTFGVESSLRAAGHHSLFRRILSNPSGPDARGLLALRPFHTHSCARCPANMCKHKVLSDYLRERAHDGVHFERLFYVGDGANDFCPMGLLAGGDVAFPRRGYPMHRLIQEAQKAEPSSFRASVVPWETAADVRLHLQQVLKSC
FID counter – fluorescent intercalator displacement, NS3 helicase counter-screen. inhibition, % at 7.9 µM. AID 1845. actives 0.17% (n = 290,000). DNA fluorescent intercalator displacement, fluorescence; in the data active means inhibition above about 37%;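 further: 0% = vehicle and 100% = reference compound; higher means more ethidium bromide displaced from hairpin DNA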
Active calls of the source: *; x = no result given; [ ] = another dose, or the depositor's remark. An excerpt; count on the stated rates, not on these rows.

SMILES | VIM-2 inhibitor | MEKK3 PB1 HTS | IDE act | UBC9 SUMO inh | pCIP destab | HCV NS3 hel inh | IMP-1 inh | PHOSPHO1 inh | FID counter
COc1cc(NC(=S)NC2CC(C)(C)NC(C)(C)C2)cc(OC)c1 | 0.0 | 103 | 4 | 8 | -6 | -3 | -0.2 | 6 | 6
CCC(=O)N1CCN(c2ccc(Cl)cc2NC(=O)c2ccc(Br)o2)CC1 | -2.2 | 99 | 4 | x | x | -2 | -0.7 | x | -8
Cc1onc(-c2ccccc2Cl)c1C(=O)NC(=S)NCc1cccnc1 | -3.0 | 103 | 4 | -15 | 2 | 18 | -3.3 | 4 | -24
COc1cc(O)c2c(c1)OC(c1ccc(O)cc1)CC2=O (stereo not given) | -3.5 | 104 | -4 | -1 | -2 | 10 | -2.1 | 20 | -16
CCOC(=O)c1cccc(NC(=O)CCn2nnc3ccccc32)c1 | -4.7 | 101 | 4 | 1 | 0 | -18 | -5.2 | 7 | -16
CCOC(=O)C(=O)Nc1nc(-c2ccc3c(c2)CCN3C(=O)C2CC2)c(C)s1 | 4.2 | 101 | -1 | 0 | -4 | 25 | -0.1 | 32 | -20
O=C(CCn1c(=O)oc2cc(Cl)ccc21)Nc1ccc(O)cc1 | -0.2 | 101 | -4 | 15 | -9 | 6 | -1.7 | 15 | -4
CCc1cc(=O)oc2c3c(cc(OCC(=O)NCCCCCC(=O)O)c12)OC(C)(C)CC3 | -0.5 | 108 | 2 | 53* | -9 | -3 | -1.0 | 25 | -34
Nc1ccc(Sc2nnnn2-c2ccccc2)c(Cl)c1 | -3.0 | 1.0*[inhibitor] | -6 | 4 | -6 | -4 | -0.7 | -27 | -12
O=C(NC1CCCC1)C1C2C=CC(C2)C1C(=O)N1CCOCC1 (stereo not given) | -0.5 | 99 | -2 | 19 | -2 | 1 | 3.1 | -4 | -4
CCc1ccccc1S(=O)(=O)Cc1ccc(C(=O)NCCc2ccccc2)o1 | -2.5 | 98 | 3 | 12 | -4 | 0 | -1.2 | 14 | -43
COc1ccc(C(=S)N2CCOCC2)cc1OC(=O)c1ccc(C)cc1 | -1.3 | 101 | 2 | -25 | 13 | 0 | -2.2 | 32 | -34
COCCNC(=O)CCCn1c(=O)c2cc(OC)c(OC)cc2n(CC(=O)c2ccc(Cl)cc2)c1=O | -3.1 | 100 | x | -8 | 2 | -9 | -4.0 | -5 | -2
CN1CCc2c(sc(/N=C/c3cc(Cl)ccc3O)c2C#N)C1 | 0.3 | 106 | -5 | 13 | -5 | -1 | -1.4 | -12 | 4
CCN(CC)c1ccc(/C=N/Nc2nc3ccccc3[nH]2)cc1 | -0.9 | 101 | -9 | -115 | -24 | -11 | -6.1 | -4 | -1
O=C(O)C1C2CCC(O2)C1C(=O)Nc1cccc(F)c1 (stereo not given) | -4.5 | 98 | x | -16 | 10 | 7 | -1.7 | -1 | 3
Cc1cc(C(=O)NCC(=O)OC(C(=O)Nc2cc(C(F)(F)F)ccc2Cl)c2ccccc2)ccc1[N+](=O)[O-] (stereo not given) | -4.2 | 88 | 4 | -11 | -8 | -4 | -2.6 | 2 | 0
CCOC(=O)Cc1csc(NC(=O)c2ccc(Br)s2)n1 | -2.1 | 89 | x | 7 | -6 | -6 | -1.6 | -34 | -9
COc1cc(Cl)cc(C#N)c1OCC(=O)O | -4.7 | 94 | 5 | -8 | 16 | -1 | -7.6 | -31 | 2
CCCC(=O)OCC(=O)Nc1ccc2c(c1)OCO2 | 0.0 | 76 | -2 | -4 | -2 | 1 | -0.9 | -6 | 0
COCc1nnc(NC(=O)CCCCCN2C(=O)c3ccccc3C2=O)s1 | -1.4 | 103 | 5 | 9 | -8 | 2 | -0.4 | 7 | -4
CC(C)C(=O)Nc1nnc(Cc2c[nH]c3ccccc23)s1 | -3.6 | 100 | -3 | 12 | -5 | -63 | -3.9 | 4 | 2
CN1CCN(c2nc(-c3ccncc3)nc3ccccc23)CC1 | 7.2 | 98 | 3 | 9 | -8 | 10 | -4.3 | -3 | 24
Cc1ccc(C)c(N2CCN(S(=O)(=O)c3c(C)[nH]c(C)c3C(=O)N3CCCCC3)CC2)c1 | -1.3 | 105 | -4 | 7 | 4 | 1 | -4.0 | 48 | -51
O=C(CCC(=O)Nc1ccccc1)NNC(=O)c1cccs1 | -3.5 | 98 | 1 | -13 | 3 | 3 | -3.0 | 0 | -3
CCCc1nnc(SCC(=O)N2CCCC2)n1CC1CCCO1 (stereo not given) | -3.2 | 107 | -1 | 8 | -10 | -2 | -0.3 | 34 | -3
O=C(Cc1c(F)cccc1Cl)N1CCOCC1 | -0.6 | 104 | 0 | -3 | 5 | -1 | -0.8 | -17 | 2
COc1cc2c(cc1OC)C(=O)N(C)CC2 | -2.9 | 99 | 6 | 9 | 3 | 14 | -2.1 | 20 | -2
Cc1cccc(OCC(=O)Nc2ncn[nH]2)c1C | -2.7 | 102 | 2 | 23 | -4 | -5 | -2.4 | 15 | -6
Cc1ncc(CO)c2cc(-c3nnc(Nc4ccc5c(c4)OCO5)s3)c(=O)oc12 | -4.0 | 90 | 4 | 8 | 3 | -24 | -3.1 | 18 | -2
CC(C)OC(=O)c1nnn(-c2nonc2N)c1CSc1ccccn1 | -3.1 | 101 | -3 | 20 | -18 | -5 | -1.9 | -3 | -14
CC(C)N(Cc1ccccc1)C(=O)COC(=O)/C=C/c1cnc2ccccc2n1 | -1.4 | 110 | 9 | 3 | 4 | 6 | -1.0 | 45 | -7
COc1ccc(Cn2c(C)nnc2-c2cnn(C)c2N)cc1 | -2.9 | 101 | 0 | -2 | -18 | -10 | -1.6 | 20 | -2
Cc1cccc(OCC(O)CN2CCNCC2)c1 (stereo not given) | 1.7 | 96 | 1 | 3 | -1 | 3 | 1.8 | 49 | 9
Cc1csc2c(N3CCCCC3)ncnc12 | 0.1 | 102 | 0 | 7 | -12 | 1 | -1.1 | 20 | -9
Cc1ccccc1OCCCCc1c(C)n[nH]c1C | -0.9 | 99 | 9 | 24 | -4 | -7 | -3.5 | 5 | -14
Cc1ccc(C2N(C)C(=O)c3ccccc3N2C)cc1 (stereo not given) | 0.6 | 105 | 1 | 27 | -11 | 0 | -2.2 | 29 | -10
COCc1cc(C)nc(SCC(=O)Oc2ccccc2)c1C#N | 0.4 | 104 | 3 | 6 | 5 | -2 | -1.8 | -8 | -6
Cc1oc2cc3oc(=O)cc(C)c3cc2c1C | -1.1 | 103 | 0 | 20 | -1 | 19 | -3.3 | 0 | -9
Cc1nnc(NCc2n[nH]c(=O)c3ccccc23)c2ccccc12 | 3.2 | 31*[inhibitor] | -3 | 8 | -10 | 1 | 1.8 | 5 | -9

Among those listed so far, 6 have an NH in an aromatic ring:
SMILES | VIM-2 inhibitor | MEKK3 PB1 HTS | IDE act | UBC9 SUMO inh | pCIP destab | HCV NS3 hel inh | IMP-1 inh | PHOSPHO1 inh | FID counter
CCN(CC)c1ccc(/C=N/Nc2nc3ccccc3[nH]2)cc1 | -0.9 | 101 | -9 | -115 | -24 | -11 | -6.1 | -4 | -1
CC(C)C(=O)Nc1nnc(Cc2c[nH]c3ccccc23)s1 | -3.6 | 100 | -3 | 12 | -5 | -63 | -3.9 | 4 | 2
Cc1ccc(C)c(N2CCN(S(=O)(=O)c3c(C)[nH]c(C)c3C(=O)N3CCCCC3)CC2)c1 | -1.3 | 105 | -4 | 7 | 4 | 1 | -4.0 | 48 | -51
Cc1cccc(OCC(=O)Nc2ncn[nH]2)c1C | -2.7 | 102 | 2 | 23 | -4 | -5 | -2.4 | 15 | -6
Cc1ccccc1OCCCCc1c(C)n[nH]c1C | -0.9 | 99 | 9 | 24 | -4 | -7 | -3.5 | 5 | -14
Cc1nnc(NCc2n[nH]c(=O)c3ccccc23)c2ccccc12 | 3.2 | 31*[inhibitor] | -3 | 8 | -10 | 1 | 1.8 | 5 | -9

(list continues)
SMILES | VIM-2 inhibitor | MEKK3 PB1 HTS | IDE act | UBC9 SUMO inh | pCIP destab | HCV NS3 hel inh | IMP-1 inh | PHOSPHO1 inh | FID counter
CCOc1ccc(/C=C/C(=O)Nc2ccc(N3CCOCC3)cc2)cc1 | -2.5 | x | -5 | 34 | -17 | -2 | -2.9 | -1 | -3
CCN(Cc1nc2ccccc2c(=O)[nH]1)Cc1nc2cc(OC)c(OC)cc2c(=O)[nH]1 | -5.1 | 102 | 0 | -11 | 1 | -14 | -3.2 | 3 | -19
COc1cccc(CNS(=O)(=O)c2c(C)[nH]c(C)c2C(=O)N2CCCCC2)c1 | -3.7 | 100 | 2 | 1 | 9 | 3 | -2.5 | 28 | -18
CCN(CC)CC(=O)Nc1sc(C)cc1C(=O)c1ccccc1 | -1.1 | 106 | 1 | -12 | -4 | 0 | -3.9 | 22 | -17
CCN(C(=O)c1cc2cccc(OC)c2oc1=O)c1ccccc1 | -2.4 | 95 | 1 | 15 | -24 | -9 | -6.8 | 10 | -16
O=C(O)CCCCNS(=O)(=O)/C=C/c1ccccc1 | -3.0 | 102 | 4 | 23 | -6 | -3 | -4.1 | 17 | -3
C=C(C)CSc1nc2sc3c(c2c(=O)n1C1CCCCC1)CCN(C)C3 | 0.7 | 92 | -4 | 25 | -11 | -50 | 0.5 | 16 | -5
CCCC(=O)Oc1ccc2c(C)cc(=O)oc2c1 | 2.6 | 96 | 3 | 20 | 3 | 21 | -2.8 | 9 | -8
O=C(Nc1ccccc1)c1oc2ccccc2c1NC(=O)C1CC1 | 0.2 | 104 | 4 | 24 | -8 | -7 | -0.2 | 53 | -32
CCOC(=O)c1sc(NC(=O)c2sc(C)nc2C)nc1C | -3.4 | 102 | 1 | 8 | -6 | 19 | -5.5 | 2 | -17
O=C(CCCCCCCCC(=O)N/N=C/c1ccco1)N/N=C/c1ccco1 | -4.1 | 100 | 6 | 11 | -14 | -2 | -2.6 | 3 | -26
CC(C)(C)OC(=O)N1CCC(CC2CC(c3cccc(Br)c3)=NO2)(C(=O)O)CC1 (stereo not given) | -1.3 | 94 | -1 | -6 | 8 | -4 | 1.1 | -64 | -31
COCCNC(=S)N(C)C1(c2ccccc2Cl)CCCCC1=O (stereo not given) | 1.6 | 100 | 17* | 10 | -5 | -2 | 0.0 | -8 | -13

Arranged by heavy-atom count (falling): some entries from above
SMILES | VIM-2 inhibitor | MEKK3 PB1 HTS | IDE act | UBC9 SUMO inh | pCIP destab | HCV NS3 hel inh | IMP-1 inh | PHOSPHO1 inh | FID counter
CCN(Cc1nc2ccccc2c(=O)[nH]1)Cc1nc2cc(OC)c(OC)cc2c(=O)[nH]1 | -5.1 | 102 | 0 | -11 | 1 | -14 | -3.2 | 3 | -19
CC(C)(C)OC(=O)N1CCC(CC2CC(c3cccc(Br)c3)=NO2)(C(=O)O)CC1 (stereo not given) | -1.3 | 94 | -1 | -6 | 8 | -4 | 1.1 | -64 | -31
COc1cccc(CNS(=O)(=O)c2c(C)[nH]c(C)c2C(=O)N2CCCCC2)c1 | -3.7 | 100 | 2 | 1 | 9 | 3 | -2.5 | 28 | -18

Assay outcomes deposited in PubChem BioAssay by several laboratories.
